Screens: PubChem BioAssay, Broad Institute
F508del corr – CFTR F508del correction in bronchial cells | CFBE cells, YFP halide quenching; stimulated with forskolin plus potentiator P3; % fluorescence drop versus neutral controls | activity (quench increase), % at 7.58 µM | 350,000 tested, 0.36% active | AID 720511;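 active means mean added fluorescence quench of at least 8% versus neutral control, with both replicates also reaching 8%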;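 further: cells transiently co-express mutant CFTR-F508del with the halide-sensitive YFP; corrector assay measuring rescue of mutant channel to the surface after 24 h compound exposure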
miR-122 sensor – inhibitors of miR-122 in Huh7 cells. Huh7 miR-122 Renilla luciferase sensor, 48 h; neutral wells = 0, positive control = 100. activation (reporter increase), % at 12.5 µM. 340,000 tested, 0.3% active;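 active means mean replicate activation score at least 90 and every replicate individually at or above 90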;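 further: higher luciferase means less miR-122 activity so hits act as miR-122 inhibitors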
* = called active by the depositor; [ ] = another dose, or the depositor's remark.

Each structure is followed by: F508del corr, miR-122 sensor
1) COc1ccc(S(=O)(=O)Nc2cccc3c2O[C@H](CN(C)C(=O)Nc2cccc4ccccc24)[C@H](C)CN([C@@H](C)CO)C3=O)cc1
→ -0.3, -3.5[16.7 µM]
2) Cc1noc(C)c1NC(=O)Nc1cccc2c1O[C@@H](CN(C)S(=O)(=O)c1ccccc1)[C@@H](C)CN([C@H](C)CO)C2=O
→ -0.7, 6.4[16.7 µM]
3) COc1ccccc1C(=O)Nc1ccc2c(c1)OC[C@H](C)N(CC1CC1)C[C@H](C)[C@H](OC)CN(C)C2=O
→ -1.5, -3.5[16.7 µM]
4) O=C(NC1CCCC1)N1CCCCN2[C@H](CO)[C@H](c3ccc(/C=C/c4ccccc4)cc3)[C@@H]2C1
→ 2.5, 2.3[16.7 µM]
5) N#Cc1ccccc1CSc1nc2ccsc2c(=O)n1Cc1ccccn1
→ 1.2, 6.7
6) COc1ccc(C[C@H]2CN3C(=NC[C@@H]3C(C)C)N2CCNC(=O)CCC2CCCCC2)cc1
→ 6.3, -3.7
7) C[C@@H]1CN([C@@H](C)CO)C(=O)CCCn2nncc2CO[C@@H]1CN(C)Cc1cccc(O)c1
→ 0.8, 7.4[16.7 µM]
8) C[C@@H]1CN([C@@H](C)CO)C(=O)c2cc(-c3ccc(C#N)cc3)cnc2O[C@@H]1CN(C)CC1CC1
→ -1.5, -3.3[16.7 µM]
9) C[C@@H]1CN([C@@H](C)CO)C(=O)c2cccc(NC(=O)c3nc4ccccc4s3)c2O[C@H]1CN(C)Cc1ccccc1
→ -0.8, 9.1[16.7 µM]
10) COc1ccc(S(=O)(=O)Nc2cccc3c2O[C@@H](CN(C)Cc2ccc(Cl)c(Cl)c2)[C@@H](C)CN([C@H](C)CO)C3=O)cc1
→ -0.2, 0.8[16.7 µM]
11) CNC[C@@H]1OCCCC[C@H](C)Oc2ccc(NC(=O)Nc3ccc(F)cc3)cc2C(=O)N([C@H](C)CO)C[C@H]1C
→ -1.9, -3.9[16.7 µM]
12) CNC[C@H]1OCCCC[C@@H](C)Oc2ccc(NC(=O)c3ccccc3)cc2C(=O)N([C@H](C)CO)C[C@H]1C
→ -2.2, -4.0[16.7 µM]
13) COC(=O)c1ccc(C2C(Oc3ccc(OC)cc3)C(=O)N2CCc2ccc(OC)c(OC)c2)cc1 (configuration not stated)
→ -0.6, 11.0
14) CC(C)NC(=O)N1C[C@@H]2[C@H](c3ccccc31)[C@H](CO)N2Cc1ccccn1
→ 0.9, 14.3[16.7 µM]
15) C[C@H](CO)N1C[C@H](C)[C@@H](CN(C)C(=O)C2CCC2)Oc2cc(Br)ccc2S1(=O)=O
→ -2.4, 0.4[16.7 µM]
16) CNC[C@@H]1OCc2cn(nn2)CCCC(=O)N([C@H](C)CO)C[C@@H]1C
→ 0.4, 0.9[16.7 µM]
17) C[C@@H]1CN([C@H](C)CO)C(=O)c2cc(NS(C)(=O)=O)ccc2O[C@@H]1CN(C)S(=O)(=O)c1ccccc1
→ -0.1, 14.1[16.7 µM]
18) Cc1ccc(S(=O)(=O)Nc2cccc3c2O[C@@H](CN(C)C(=O)Nc2cccc4ccccc24)[C@H](C)CN([C@H](C)CO)C3=O)cc1
→ -1.2, -6.1[16.7 µM]
19) C[C@H](CO)N1C[C@H](C)[C@H](CN(C)S(=O)(=O)c2ccc(F)cc2)Oc2ncc(C#Cc3ccccc3)cc2C1=O
→ -4.8, -11.2[16.7 µM]
20) O=C(C[C@@H]1CC[C@H]2[C@@H](COC[C@H](O)CN2Cc2ccccc2F)O1)NC1CCC1
→ -0.1, 6.6[16.7 µM]
21) CC(C)NC(=O)Nc1ccc2c(c1)C(=O)N([C@@H](C)CO)C[C@@H](C)[C@H](CN(C)C(=O)CCCN(C)C)OCCCC[C@H](C)O2
→ -0.9, 2.2[16.7 µM]
22) Cc1cc(-c2n[nH]c(=S)n2-c2ccc(C)c(C)c2)no1
→ -0.4, -2.8
23) CC(C)[C@@H]1NC(=O)c2cc([N+](=O)[O-])cc(I)c2NCCC[C@@H](C(=O)NC(CC(=O)O)C(N)=O)NC(=O)[C@H](CO)NC1=O (some centres not stated)
→ 0.3, -3.5
24) C/C=C/c1ccc([C@H]2[C@@H](CO)N(C(=O)CC)[C@H]2CN(C)C(=O)C2CC2)cc1
→ 1.1, 14.3[16.7 µM]
25) C[C@H]1CN([C@@H](C)CO)S(=O)(=O)c2ccc(-c3cncnc3)cc2O[C@@H]1CN(C)C(=O)C1CC1
→ -1.6, 5.7[16.7 µM]
26) O=C(CN1CCOCC1)N[C@@H]1CC[C@H](CCNS(=O)(=O)c2ccccc2F)O[C@@H]1CO
→ 0.1, -4.2[16.7 µM]
27) C[C@@H]1CCCCO[C@@H](CN(C)C(=O)Cc2ccccc2)[C@H](C)CN([C@H](C)CO)C(=O)c2cc(N(C)C)ccc2O1
→ 0.2, -6.2[16.7 µM]
28) C/C=C/c1cnc2c(c1)C(=O)N([C@@H](C)CO)C[C@@H](C)[C@@H](CN(C)C(=O)C1CC1)O2
→ 0.4, -5.2[16.7 µM]
29) Cc1ccc(S(=O)(=O)Nc2ccc3c(c2)C(=O)N([C@H](C)CO)C[C@@H](C)[C@H](CN(C)C(=O)Nc2ccc4c(c2)OCO4)O3)cc1
→ -1.1, -1.4[16.7 µM]
30) COc1ccc(CN(C)C[C@@H]2Oc3ccc(NS(C)(=O)=O)cc3CC(=O)N([C@@H](C)CO)C[C@@H]2C)cc1
→ -1.3, -2.1[16.7 µM]

Some of these compounds in order of molar mass, rising.
Each structure is followed by: F508del corr, miR-122 sensor
22) Cc1cc(-c2n[nH]c(=S)n2-c2ccc(C)c(C)c2)no1
→ -0.4, -2.8
14) CC(C)NC(=O)N1C[C@@H]2[C@H](c3ccccc31)[C@H](CO)N2Cc1ccccn1
→ 0.9, 14.3[16.7 µM]
26) O=C(CN1CCOCC1)N[C@@H]1CC[C@H](CCNS(=O)(=O)c2ccccc2F)O[C@@H]1CO
→ 0.1, -4.2[16.7 µM]
17) C[C@@H]1CN([C@H](C)CO)C(=O)c2cc(NS(C)(=O)=O)ccc2O[C@@H]1CN(C)S(=O)(=O)c1ccccc1
→ -0.1, 14.1[16.7 µM]
27) C[C@@H]1CCCCO[C@@H](CN(C)C(=O)Cc2ccccc2)[C@H](C)CN([C@H](C)CO)C(=O)c2cc(N(C)C)ccc2O1
→ 0.2, -6.2[16.7 µM]
23) CC(C)[C@@H]1NC(=O)c2cc([N+](=O)[O-])cc(I)c2NCCC[C@@H](C(=O)NC(CC(=O)O)C(N)=O)NC(=O)[C@H](CO)NC1=O (some centres not stated)
→ 0.3, -3.5

Other compounds.
Each structure is followed by: F508del corr, miR-122 sensor
31) C[C@H](CO)N1C[C@H](C)[C@H](CN(C)C(=O)Nc2cccc(Oc3ccccn3)c2)OCc2cn(nn2)CCCC1=O
→ 0.7, 2.4[16.7 µM]
32) C=CCNC(=O)c1onc(CSc2ccc(F)c(F)c2)c1C(=O)NCC=C
→ 0.3, -2.1
33) COc1ccc(OC(=O)N(C)C[C@@H]2OCc3cn(nn3)CCCC(=O)N([C@H](C)CO)C[C@@H]2C)cc1
→ 2.2, -2.1[16.7 µM]
34) CS(=O)(=O)N1CCCCN2[C@H](CO)[C@H](c3ccc(-c4cccc(C#N)c4)cc3)[C@H]2C1
→ 2.0, -3.1[16.7 µM]
35) COc1ccc(S(=O)(=O)N(C)C[C@@H]2OCCCC[C@@H](C)Oc3ccc(N(C)C)cc3C(=O)N([C@H](C)CO)C[C@@H]2C)cc1
→ 4.6, -10.4[16.7 µM]
36) C[C@H](CO)N1C[C@H](C)[C@@H](CN(C)C(=O)C2CC2)Oc2cc(-c3cncnc3)ccc2S1(=O)=O
→ 5.7, -8.2[16.7 µM]
37) C[C@@H]1CN([C@H](C)CO)S(=O)(=O)c2ccc(-c3ccc(F)cc3)cc2O[C@H]1CN(C)C(=O)C1CC1
→ -2.9, 11.9[16.7 µM]
38) COc1ccc(S(=O)(=O)Nc2cccc3c2O[C@@H](CN(C)Cc2ccc(Cl)c(Cl)c2)[C@@H](C)CN([C@@H](C)CO)C3=O)cc1
→ -5.2, 27.5[16.7 µM]
39) CCCN(C)C[C@H]1OCCCC[C@H](C)Oc2ccc(NS(C)(=O)=O)cc2C(=O)N([C@H](C)CO)C[C@H]1C
→ -1.6, -8.4[16.7 µM]
40) CCCN1C[C@@H](C)[C@@H](OC)CN(C)C(=O)c2cc(NC(=O)c3cccc(OC)c3)ccc2OC[C@@H]1C
→ -0.1, -3.8[16.7 µM]
41) CCCN1CCC(=O)N([C@H](CO)c2ccccc2)CC1
→ 3.1, -0.2
42) C[C@H]1CN([C@@H](C)CO)C(=O)c2cc(Br)cnc2O[C@H]1CN(C)C(=O)NC1CCCC1
→ 1.1, -22.6[16.7 µM]
43) CCC(=O)Nc1ccc2c(c1)C(=O)N(C)C[C@H](OC)[C@H](C)CN(C(=O)CN(C)C)[C@@H](C)CO2
→ 1.1, -2.6[16.7 µM]
44) C[C@@H]1CN([C@H](C)CO)S(=O)(=O)c2ccc(-c3ccccc3)cc2O[C@@H]1CN(C)Cc1ccccc1
→ 0.3, 34.8[16.7 µM]
45) CCCC(=O)Nc1ccc2c(c1)C(=O)N(C)[C@@H]1CC[C@@H](CC(=O)NCCc3ccccc3)O[C@H]1CO2
→ -2.0, 66.7[16.7 µM]
46) Cc1cc(-c2cc(C(=O)NC3CCCC3)on2)nc(NC2CCCC2)n1
→ -0.4, 9.1
47) O=C(c1ccc(F)cc1)N1CCCCN2[C@H](CO)[C@H](c3ccc(-c4ccc(F)cc4)cc3)[C@@H]2C1
→ 1.6, -1.1[16.7 µM]
48) CO[C@@H]1CN(C)C(=O)c2cc(NC(=O)c3cccc(Oc4ccccc4)c3)ccc2OC[C@H](C)NC[C@H]1C
→ -2.3, -27.5[16.7 µM]
49) C[C@@H]1CN([C@@H](C)CO)S(=O)(=O)c2ccc(-c3ccccc3)cc2O[C@H]1CN(C)Cc1ccccc1
→ 0.6, 1.9[16.7 µM]
50) COc1cc(CCCN[C@H](CN)Cc2ccccc2)cc(OC)c1OC
→ -0.8, -1.8
51) CCCNC(=O)Nc1ccc2c(c1)C(=O)N(C)C[C@@H](OC)[C@@H](C)CN(Cc1ccncc1)[C@@H](C)CO2
→ 6.8, 9.4[16.7 µM]
52) CCC(=O)N1C[C@H](C)[C@@H](OC)CN(C)C(=O)c2cc(NC(=O)c3cc(C)on3)ccc2OC[C@H]1C
→ -0.5, -11.3[16.7 µM]
53) C[C@@H]1CCCCO[C@H](CN(C)C(=O)Nc2ccccc2)[C@H](C)CN([C@H](C)CO)C(=O)c2cc(NC(=O)C3CCCCC3)ccc2O1
→ -1.1, -0.5[16.7 µM]
54) Cc1ccc(Cn2c(C(CO)Nc3nc(-c4ccc(F)cc4)cs3)nc3ccccc32)cc1 (configuration not stated)
→ 4.3, 6.0
55) C[C@H]1CN([C@@H](C)CO)C(=O)c2cc(-c3cccnc3)cnc2O[C@H]1CN(C)Cc1ccccc1
→ 1.5, -3.5[16.7 µM]
56) COc1ccc(S(=O)(=O)Nc2ccc3c(c2)C(=O)N([C@@H](C)CO)C[C@@H](C)[C@H](CN(C)C(=O)NC(C)C)O3)cc1
→ -0.6, 1.7[16.7 µM]
57) C[C@@H]1CN([C@H](C)CO)C(=O)CCCn2nncc2CO[C@@H]1CN(C)Cc1ccncc1
→ -1.0, -1.8[16.7 µM]
58) C[C@@H]1CN([C@H](C)CO)C(=O)c2cc(NC(=O)Nc3ccc(C(F)(F)F)cc3)ccc2O[C@@H]1CN(C)S(=O)(=O)c1cccs1
→ -0.6, 45.1[16.7 µM]
59) CCCNC(=O)Nc1ccc2c(c1)C(=O)N(C)C[C@H](OC)[C@@H](C)CN(CC1CCCC1)[C@@H](C)CO2
→ -2.5, 7.9[16.7 µM]
60) COCC(=O)N[C@H]1C=C[C@@H](CC(=O)N2CCCCC2)O[C@H]1CO
→ -0.5, -0.6[16.7 µM]
61) CCC(=O)N1C[C@H](C)[C@@H](OC)CN(C)C(=O)c2cc(NC(=O)c3cc(C)on3)ccc2OC[C@@H]1C
→ 0.5, -6.6[16.7 µM]
62) COCC#Cc1ccc([C@@H]2[C@@H](CO)N3CCCCN(S(=O)(=O)c4cccc(OC)c4)C[C@@H]23)cc1
→ 2.7, -1.1[16.7 µM]
63) Cc1noc(C)c1NC(=O)Nc1cccc2c1O[C@@H](CN(C)C(=O)Nc1ccc(F)cc1)[C@@H](C)CN([C@@H](C)CO)C2=O
→ -0.9, -4.0[16.7 µM]
64) CC(=O)N1CC[C@@H]2[C@H]1c1cc(-c3ccccc3)ccc1N(C)[C@H]2CO
→ -5.8, 4.7[16.7 µM]
65) COCC#Cc1ccc([C@H]2[C@@H](CO)N3CCCCN(S(=O)(=O)c4cccc(OC)c4)C[C@H]23)cc1
→ 2.3, -7.8[16.7 µM]
66) C[C@H]1CN([C@@H](C)CO)C(=O)CCCn2cc(nn2)CO[C@H]1CN(C)C(=O)c1ccc(N2CCN(C)CC2)cc1
→ 2.3, -2.9[16.7 µM]
67) O=C(Nc1ccccc1F)N1C[C@H]2[C@@H](c3ccccc31)[C@H](CO)N2C(=O)Cc1cccnc1
→ 0.7, -7.1[16.7 µM]
68) CCOC(=O)c1cccc(NC(=O)c2ccc(F)cc2F)c1
→ -1.8, 0.8
69) C[C@@H]1CN([C@@H](C)CO)S(=O)(=O)c2ccc(-c3cncnc3)cc2O[C@@H]1CN(C)C(=O)C1CC1
→ -0.7, 19.0[16.7 µM]
70) C[C@@H]1CN([C@H](C)CO)C(=O)c2cc(C#CC3CC3)cnc2O[C@@H]1CN(C)C(=O)C1CCCCC1
→ -1.0, 1.5[16.7 µM]
71) CC(C)CC#Cc1ccc2c(c1)O[C@@H](CN(C)C(=O)C1CC1)[C@@H](C)CN([C@H](C)CO)S2(=O)=O
→ -2.6, 19.6[16.7 µM]
72) C[C@@H]1CN([C@H](C)CO)C(=O)c2cc(C3=CCCC3)cnc2O[C@H]1CN(C)Cc1ccccc1F
→ -0.6, 40.5[16.7 µM]

Some of the compounds tested. The share of hits here may be higher or lower than overall.
